Growth percent in the NCI-60 one-dose screen (48 h, 10 µM unless noted): 100 = growth as untreated, 0 = no growth, -100 = all killed.
OVCAR-8: OVCAR-8 ovarian cancer; 81,000 compounds, 4.4% hits; AID 1794782
SNB-19: SNB-19 CNS cancer cells. 81,000 compounds, 2.5% hits. AID 1794751
SF-295: SF-295 CNS cancer cells. 79,000 compounds, 5.6% hits
U251: U251 CNS tumor cells. 80,000 compounds, 5.4% hits
SF-539: SF-539 CNS cancer; 81,000 compounds, 6.8% hits; AID 1794752
DU-145: DU-145 prostate cancer. 81,000 compounds, 4.2% hits. AID 1794760
SF-268: SF-268 CNS cancer cells; 82,000 compounds, 3.1% hits
PC-3: PC-3 prostate cancer cells; AID 1794754; 80,000 compounds, 3.9% hits
OVCAR-3: OVCAR-3 ovarian cancer. 79,000 compounds, 7% hits. AID 1794787
* = called active by the depositor; . = no result given. The calls were made as follows: active = growth percent below 10; inactive = the rest. Rows were taken by chance; about 10% have a hit in one of these screens.

SMILES	OVCAR-8	SNB-19	SF-295	U251	SF-539	DU-145	SF-268	PC-3	OVCAR-3
O=C1/C(=C/c2ccc(-c3ccc(Br)cc3)o2)SC(=S)N1CCc1ccc(O)cc1	4.5*	85	100	79	86	16	44	61	44
O=C(O)c1[nH]c(=O)[nH]c(=O)c1Cl	100	106	96	96	98	107	103	93	109
COc1cc(C(=O)c2cc(C(C)=O)c3c4ccccc4ccn23)cc(OC)c1OC	63	64	55	74	75	94	74	48	.
COc1ccc(C=O)c(OC)c1	111	108	103	103	100	103	90	93	106
N#Cc1cnn(C(=O)c2ccccc2Br)c1NC(=O)c1cc(Cl)ccc1Cl	102	94	98	96	99	102	95	101	108
CCC(C)C1NC(=O)C(CCCCN)NC(=O)C(CCCCN)NC(=O)C(CC(C)C)NC(=O)C(CCCCN)NC(=O)C(C(C)CC)NC(=O)C(C(C)C)NC(=O)C(C(C)CC)NC(=O)C(CCCCN)NC(=O)C(CCCCN)NC(=O)C(C)NC(=O)C(CCCCN)NC(=O)C(CC(C)C)NC1=O (configuration not stated)	12	21	27	6.7*	67	26	20	6.5*	11
CN1CCN(Cc2ccc(NC(=O)c3cncc(C#Cc4cnc5cccnn45)c3)cc2C(F)(F)F)CC1	5.2*	9.4*	29	5.8*	-48*	3.4*	-28*	5.6*	1.5*
CC(=O)NS(=O)(=O)c1ccc(NC(=O)CSC2=NC(c3ccccc3)C(C(C)=O)=C(C)N2)cc1 (configuration not stated)	115	104	101	116	107	120	107	110	133
COc1ccc(N/N=C/c2cn(-c3ccc(C(=O)O)cc3)nc2-c2cc3ccccc3oc2=O)cc1	65	76	22	107	50	84	68	63	74
Oc1ccc(CCC2CCNc3ccccc32)cc1 (configuration not stated)	73	87	75	72	76	93	83	61	84
CCOC(=O)CC(CC(=O)OCC)C(=O)OCC	94	99	111	93	96	120	105	83	114
CC(C)(C)c1ccc2c(c1)CN(C1CCCCC1)CO2	101	93	98	94	119	113	104	69	107
NS(=O)(=O)c1ccc(-c2cc(-c3nnc(SCC(=O)Nc4ccc(C(=O)/C=C/c5ccc(Cl)cc5)cc4)n3-c3ccccc3)c3ccccc3n2)cc1	90	87	101	81	92	96	75	80	101
COC(=O)[C@@H](Cc1c[nH]c2ccccc12)NC(=O)CCCCOc1cc(O)c2c(=O)cc(-c3ccccc3)oc2c1	88	89	91	92	90	93	84	74	.
COc1cccc(-c2nc(SCC(=O)Nc3ccc(C(=O)/C=C/c4ccc(Cl)cc4)cc3)[nH]c(=O)c2C#N)c1	97	96	101	94	92	104	94	101	105
COc1ccc2nc(-n3c(=O)c4cccnc4n(-c4cc(OC)c(OC)c(OC)c4)c3=O)sc2c1	110	105	118	106	114	107	110	102	122
ClC(Cl)(Cl)c1nc(Nc2nc3ccccc3s2)nc(-c2ccccc2)n1	105	95	91	96	98	98	99	95	114
CC1Cc2c(ncn3c(-c4ccccc4)nnc23)N(C)c2ccccc21 (configuration not stated)	97	93	101	99	108	105	102	71	106
CCOC(=O)/C=C/COC(=O)[C@H](C)NC(=O)[C@@H]1CCCN1C(=O)CNC(=O)C(C)(C)C	102	98	105	108	105	114	121	116	131
Clc1ccc2c(N/N=C/c3c[nH]c4ccccc34)ccnc2c1	-68*	-92*	-85*	-84*	-87*	-90*	-58*	-81*	.
CN(C)CCNc1ccc2ncc(C#Cc3cncc(C(=O)Nc4ccc(CN5CCN(C)CC5)c(C(F)(F)F)c4)c3)n2n1	1.0*	1.6*	45	24	-72*	19	-51*	2.3*	.
COc1ccc2[nH]cc(CCNC(=O)CN3C(=O)/C(=C/c4ccco4)SC3=S)c2c1	110	100	103	105	96	114	97	104	110
C/C(=N\NC(=O)Cn1c(C(C)C)nc2ccccc21)c1ccccc1C	94	87	107	99	98	114	106	91	105
O=C1CCCN1C1CCN(Cc2cc3ccccc3[nH]c2=O)c2ccccc21 (configuration not stated)	101	97	72	96	97	101	95	.	99
CCc1c(C(=O)N[C@@H](CO)Cc2ccccc2)[nH]c2ccc(C(F)(F)F)cc12	62	61	36	57	77	72	61	36	43

Three records picked at random from the list so far, as already listed:
SMILES	OVCAR-8	SNB-19	SF-295	U251	SF-539	DU-145	SF-268	PC-3	OVCAR-3
CCc1c(C(=O)N[C@@H](CO)Cc2ccccc2)[nH]c2ccc(C(F)(F)F)cc12	62	61	36	57	77	72	61	36	43
CCOC(=O)CC(CC(=O)OCC)C(=O)OCC	94	99	111	93	96	120	105	83	114
CN(C)CCNc1ccc2ncc(C#Cc3cncc(C(=O)Nc4ccc(CN5CCN(C)CC5)c(C(F)(F)F)c4)c3)n2n1	1.0*	1.6*	45	24	-72*	19	-51*	2.3*	.

By substructure: the entries above with an aryl methoxy group.
SMILES	OVCAR-8	SNB-19	SF-295	U251	SF-539	DU-145	SF-268	PC-3	OVCAR-3
COc1cc(C(=O)c2cc(C(C)=O)c3c4ccccc4ccn23)cc(OC)c1OC	63	64	55	74	75	94	74	48	.
COc1ccc(C=O)c(OC)c1	111	108	103	103	100	103	90	93	106
COc1ccc(N/N=C/c2cn(-c3ccc(C(=O)O)cc3)nc2-c2cc3ccccc3oc2=O)cc1	65	76	22	107	50	84	68	63	74
COc1cccc(-c2nc(SCC(=O)Nc3ccc(C(=O)/C=C/c4ccc(Cl)cc4)cc3)[nH]c(=O)c2C#N)c1	97	96	101	94	92	104	94	101	105
COc1ccc2nc(-n3c(=O)c4cccnc4n(-c4cc(OC)c(OC)c(OC)c4)c3=O)sc2c1	110	105	118	106	114	107	110	102	122
COc1ccc2[nH]cc(CCNC(=O)CN3C(=O)/C(=C/c4ccco4)SC3=S)c2c1	110	100	103	105	96	114	97	104	110

Next section.
SMILES	OVCAR-8	SNB-19	SF-295	U251	SF-539	DU-145	SF-268	PC-3	OVCAR-3
COc1ccc(C(C#N)=C2C=CC(=NO)C=C2)cc1	80	111	106	54	79	72	81	50	87
Cn1c(N)nc(N)c(NC=O)c1=O	98	113	107	103	108	118	102	87	113
CSc1ncnc2c1cnn2-c1ccc(S(N)(=O)=O)cc1	92	99	59	97	102	110	114	93	97
C=CCc1cc(F)cc2c(OC(C)=O)c(C(C)=O)c(-c3ccccc3)nc12	113	112	107	104	103	114	104	101	114
CCN(CC)S(=O)(=O)c1ccc(S(=O)(=O)N2CCC[C@@H](C(=O)N3CCN(C(=O)OC(C)(C)C)CC3)C2)cc1	63	69	56	82	78	61	73	77	74
C[N+](C)(C)CC(=O)N/N=C/CCc1ccccc1	108	120	113	103	111	127	112	94	122
COc1c(CNC(=O)CCl)cc2[nH]c(C)cc2c1CNC(=O)CCl	53	83	65	10	72	66	59	68	31
CCOC(=O)CCC(NC(=O)/C=C\c1ccc([N+](=O)[O-])cc1)C(=O)OCC (configuration not stated)	109	109	104	106	105	108	105	110	109
N#CCCN1CCOCC1	106	99	113	113	.	122	110	101	123
CCOC(=N)Cc1ccccc1	104	116	94	107	103	109	95	104	97
CCCC(=O)c1ccc(C)o1	99	104	103	108	103	110	105	109	116
COc1ccc([C@@H]2[C@@H](Cl)C(=O)N2c2cc(OC)c(OC)c(OC)c2)cc1C	15	34	16	13	3.3*	13	30	29	-5.7*
CCCCCCCC(CCCCCCC)C(=O)O	104	107	102	101	104	107	107	94	113
CCN1CCN(c2ccc(Nc3cc(-c4cccnc4Nc4c(Cl)c(OC)cc(OC)c4Cl)ncn3)cc2)CC1	69	81	79	72	47	63	65	55	89
C/C(=N\NC(=S)Nc1ccccc1)c1sc(Nc2ccc(C)cc2)nc1C	102	107	90	98	102	104	108	68	111
Cc1nc(Nc2cccc(Nc3nc(C)c(N=Nc4ccccc4)s3)c2)sc1N=Nc1ccccc1	67	57	86	70	85	83	58	103	74
CSC1=NC(N)=NN=C2N1C(=O)C(CC(C)C)N2C(C)=O (configuration not stated)	101	98	103	106	95	108	98	98	110
CCC1(C)N=C(N)Nc2nc3cc(C)c(C)cc3n21 (configuration not stated)	91	90	.	101	101	122	101	98	102
CCCn1nc(C(=O)N(C)Cc2ccccc2)c2c1CCC(N1CCc3ccccc31)C2 (configuration not stated)	93	90	92	97	104	109	96	77	102
Nc1cccc(C(=O)C2=Cc3cc4ccccc4n3Cc3cnnn32)c1	88	82	87	101	87	111	100	76	95
O=C(N/N=C\c1cc(O)c(O)c(O)c1)c1ccc2nc(-c3ccc([N+](=O)[O-])cc3)[nH]c2c1	90	79	89	80	81	102	73	91	86
CN1CCN(Cc2ccc(NC(=O)c3cncc(C#Cc4cnc(N)c5ccc(F)cc45)c3)cc2C(F)(F)F)CC1	34	29	28	-92*	-3.7*	4.1*	30	19	20
COc1ccc(C(C)c2cc(OC)c(OC)c(OC)c2)cc1 (configuration not stated)	11	34	16	18	-7.6*	10.0*	38	24	-14*
COC(=O)[C@]12CCC(C)(C)C[C@H]1C1=CC[C@@H]3[C@@]4(C)CCC(=O)NC(C)(C)[C@@H]4CC[C@@]3(C)[C@]1(C)CC2	100	93	103	99	106	96	101	91	106
O=C(CNc1ccc(S(=O)(=O)N2CCCCC2)cc1)N1CCCc2ccccc21	110	90	129	91	99	104	100	98	104
Further results
SMILES	OVCAR-8	SNB-19	SF-295	U251	SF-539	DU-145	SF-268	PC-3	OVCAR-3
NNC(=O)C1CC(O)Cc2cc(Cl)ccc2N1 (configuration not stated)	101	98	104	94	105	108	99	96	103
CCCc1ncccc1O	99	103	100	101	104	109	97	85	105
CC(C(=O)NO)N1C(/N=C/c2ccccc2)=NNC1(C)c1ccccc1O (configuration not stated)	101	95	107	101	90	112	104	72	104
N#C/C(=C\NC(=S)Nc1cc(Cl)ccc1Cl)c1nc2ccccc2s1	106	102	101	104	96	103	92	94	101
CN(C)CCNC(=O)c1ccc(-c2nc3ccc4[nH]ncc4c3c3c2C2CCC3C2)cc1 (configuration not stated)	21	61	41	45	18	21	17	20	21
Cc1cccc(/C=C/C(=O)Nc2ncc(Cc3cccc(C)c3)s2)c1	24	47	-1.8*	22	4.1*	8.5*	48	13	.
CCN(CC)Cc1nnc(CCC(=O)c2nc3ccccc3[nH]2)o1	94	101	101	91	99	110	108	80	106
CS(=O)c1cccc(-c2ccc3nc(N)n(-c4ccc(C(F)(F)F)cc4)c(=O)c3c2)c1 (configuration not stated)	96	92	92	89	92	103	89	83	101
COc1cc(CNC(=O)/C=C/C=C/c2ccc3c(c2)OCO3)ccc1OCc1cn(-c2ccc(C)c(C)c2)nn1	71	80	95	86	56	86	107	75	83
COc1ccc(-n2c(=O)n(-c3ccc(-c4nc5ccc(OC)cc5s4)cc3)c(=O)c3cccnc32)cc1	113	87	107	108	109	112	99	105	113
O=C(OCCOC(=O)n1c2ccccc2c2ccccc21)n1c2ccccc2c2ccccc21	101	95	189	.	106	110	98	79	104
NC(=O)Nc1ccc(-n2cnc3cc(-c4ccc(O)cc4)ccc32)cc1	97	99	97	83	67	107	96	96	108
Cc1cc(=O)c2cc(C(=O)c3ccccc3)ccc2[nH]1	105	.	78	97	92	111	100	75	110
COc1nc2ccc(OC(C)C)cc2cc1-c1nc2c(cnn2-c2ccccc2)c(=O)[nH]1	94	92	100	93	97	99	91	91	103
O=C1/C=C/[C@@H](O)[C@@H]2C[C@@H](O)C[C@H]2/C=C/CCC[C@H](CCc2ccc(NC(=S)Nc3ccc4c(c3)C(=O)OC43c4ccc(O)cc4Oc4cc(O)ccc43)cc2)O1	11	34	22	20	29	17	13	23	-0.2*

Assay outcomes from PubChem.
